DT40 TDP1 CPT = DT40-hTDP1 cell growth loss with CPT | chicken DT40 Tdp1-/-;hTDP1 cells + 20 nM CPT, ATP luminescence, 48 h | Potency, µM (doses to about 46.2 µM), for inactives: top-dose activity change, negative = growth inhibition, hits mostly inhibitors | hit rate 12% among 420,000; note: nearly all actives have a fitted effect of over 55% in size
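Chicken DT40 Tdp1-/- cells complemented with human TDP1, 400 cells/well, exposed to compounds plus 20 nM camptothecin for at least 48 h at 37 C; viability read as ATP content by CellTiter-Glo luminescence.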
DT40 TDP1 no CPT = qHTS for Inhibitors of human tyrosyl-DNA phosphodiesterase 1 (TDP1): qHTS in cells in absence of CPT; DT40 Tdp1-/- hTDP1 cells, no CPT, ATP luminescence, 48 h; Potency, µM (series often up to 46.2 µM), for the others: at the highest dose activity change, negative = growth inhibition, usual class: inhibitors; hit rate 15% among 420,000; note: nearly all actives have a fitted effect of over 55% in size
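Camptothecin absent (DMSO only). Human TDP1-complemented DT40 knockout cells, 400 cells/well, 37 °C for minimum 48 hr; ATP measured via CellTiter-Glo, 30 min dark incubation, luminescence.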
TDP1 block = blocks human tyrosyl-DNA phosphodiesterase 1. Potency, µM (doses to about 130 µM), inactives show at the top dose activity change, negative = inhibition, actives largely listed as inhibitors. recombinant TDP1, AlphaScreen DNA substrate cleavage. AID 485290. Q9NUW8. hit rate 0.28% among 350,000; note: nearly all actives have a fitted effect of over 40% in size
Target sequence (Q9NUW8 whole entry, looked up): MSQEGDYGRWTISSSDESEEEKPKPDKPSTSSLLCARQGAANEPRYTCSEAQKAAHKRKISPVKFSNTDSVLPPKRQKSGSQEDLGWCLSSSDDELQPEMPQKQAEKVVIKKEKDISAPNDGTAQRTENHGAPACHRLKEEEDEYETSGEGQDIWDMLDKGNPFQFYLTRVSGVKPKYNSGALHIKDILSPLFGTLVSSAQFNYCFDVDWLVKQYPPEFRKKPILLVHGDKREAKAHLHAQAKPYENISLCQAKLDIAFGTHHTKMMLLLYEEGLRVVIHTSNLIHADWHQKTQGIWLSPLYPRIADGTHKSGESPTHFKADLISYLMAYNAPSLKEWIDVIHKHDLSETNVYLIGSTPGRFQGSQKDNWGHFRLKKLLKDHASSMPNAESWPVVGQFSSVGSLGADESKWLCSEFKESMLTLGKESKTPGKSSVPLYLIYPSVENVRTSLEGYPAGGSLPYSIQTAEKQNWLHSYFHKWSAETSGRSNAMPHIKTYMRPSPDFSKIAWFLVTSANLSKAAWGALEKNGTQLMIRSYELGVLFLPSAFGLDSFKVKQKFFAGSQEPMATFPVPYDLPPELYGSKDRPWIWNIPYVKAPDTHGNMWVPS
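Steps: enzyme plus compound, 15 min RT; add biotin/phosphotyrosine-FITC oligonucleotide (15 nM final), react 5 min; add donor/acceptor beads (10 ug/ml final), 10 min; read AlphaScreen. Tdp1 at 1 nM final.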
* hit, by the source's call; ? = inconclusive; / = no result given; & = joins results of further samples; ! = repeats disagree; [ ] = remark or other dose. Calls come from the whole dose curve; as a rule, active = well fitted curve in the direction sought with a large enough effect; inconclusive = small, poorly fitted or top-dose-only effect, or another doubt; inactive = no such curve, though single readings can be large; an effect the other way counts as inactive or inconclusive. % is set by controls: 0 for no effect and ±100 for the full control effect; potency is the fitted concentration of half-maximal effect.

canonical_smiles | DT40 TDP1 CPT | DT40 TDP1 no CPT | TDP1 block
COc1ccc(CN(Cc2ccco2)c2cnc(S(C)(=O)=O)nc2C(=O)Nc2ccc(F)cc2)cc1 | ? | ? | 4.7%
CCOC(=O)CC1=NS(=O)(=O)c2ccccc2N1 | -1.5% | -4.6% | 2.1%
Cc1cc(N2CC(C(=O)NCc3cccs3)CC2=O)ccc1C(C)C (stereo not given) | 4.7% | -19.6% | 0.0%
CC(C)CNC(=O)c1cccc(NC(=O)c2ccc(Cl)c([N+](=O)[O-])c2)c1 | 20.6µM* | 20.6µM* | 4.5%
COc1ccc(CNC(=O)CSc2nc(SC)ns2)cc1 | 4.2% | 6.7% | -10.2%
COc1ccc(NS(=O)(=O)CC(C)C)c(OC)c1 | 4.0% | -6.0% | 2.7%
CCOC(=O)c1c(C)sc(-c2c(-c3ccc(OC)c(F)c3)[nH]c3[nH]c(=O)[nH]c(=O)c23)c1O | ? | ? | 4.7%
C=CCNC(=S)N1CCN(CCN=CC2=C(O)CC(c3cccs3)CC2=O)CC1 (stereo not given) | -5.2% | -7.5% | 6.0%

Additional results follow:
canonical_smiles | DT40 TDP1 CPT | DT40 TDP1 no CPT | TDP1 block
Cn1c(SCc2ccccc2Cl)nc2ccccc21 | ? | ? | -0.5%
CC1CCCC(NC(=O)COC(=O)c2cc3ccccc3oc2=O)C1C (stereo not given) | ? | 0.8% | -0.5%
O=C(CSc1nnc(-c2ccncc2)n1CCc1ccccc1)NCc1ccccc1 | -0.5% | 8.6% | 0.0%
O=C(/C=C/c1ccc(Br)cc1)c1ccc(NC2=NCCCS2)cc1 | 9.2µM* | ? | -6.7%
Cc1ccc(C(=O)N2CCC3(CC2)NCCc2[nH]cnc23)cc1 | 1.9% | -0.5% | 2.8%
O=C1CCC(C(=O)Nc2cccc(C(F)(F)F)c2)N1 (stereo not given) | -9.4% | 2.5% | 1.2%
CCCCCSc1nnc2c(n1)[nH]c1c(C)cccc12 | 9.2µM* | 2.91µM* | /
Cc1c(NS(=O)(=O)c2cccc(C(=O)NCc3ccccc3Cl)c2)c(=O)n(-c2ccccc2)n1C | ? | ? | -3.3%

(more compounds)
canonical_smiles | DT40 TDP1 CPT | DT40 TDP1 no CPT | TDP1 block
Cc1c(Cl)c([N+](=O)[O-])nn1Cc1ccc(C(=O)N/N=C\c2ccccn2)o1 | -17.0% | -5.6% | 8.3%
CCOc1ccccc1OCC(=O)Nc1ccc(S(=O)(=O)Nc2ncccn2)cc1 | -3.6% | -11.2% | 5.2%
Cc1c(C#N)c2ncnc(-c3ccccc3)c2n1-c1ccccc1 | ? | ? | 4.4%
Cn1c(/C(C#N)=C(\O)c2ccc([N+](=O)[O-])s2)nc2ccccc21 | 15.4% | -3.1% | /
O=C(CSc1nc2ccccc2o1)NC(=O)NCc1ccco1 | 8.8% | 0.0% | 3.4%
CCc1ccc(NC(=O)C2CCN(S(=O)(=O)c3c(C)noc3C)CC2)cc1 | ? | 18.4µM*! | 2.1%&0.0%
CCOC(=O)C1(C)CCCN(C(=O)c2c(-c3ccccc3)noc2C)C1 (stereo not given) | 13µM* | ? | /
O=C(Nc1ccc(C(=O)N2CCCC2)cc1)c1cc(F)c(F)cc1Cl | -24.1% | -13.6% | /

Other results
canonical_smiles | DT40 TDP1 CPT | DT40 TDP1 no CPT | TDP1 block
CC1=CC(=O)CC2C1(C)CCC(C)C2(C)CCC(C)CC(=O)O (stereo not given) | 1.9% | -6.8% | /
CC(C)C(=O)N1CCC1(C)C(=O)Nc1cccc(Oc2ccccc2)c1 (stereo not given) | ? | ? | /
Cc1cc2ncc(S(C)(=O)=O)c(N)n2n1 | -7.4% | -0.9% | 2.9%
CC(C)c1onc(C(=O)Nc2cccnc2Cl)c1[N+](=O)[O-] | 23.1µM* | ? | 3.4%
COc1ccc(NC(=S)Nc2cccc(S(=O)(=O)N3CCCCC3)c2)cc1 | ? | ? | 8.2%
CCCCCOCC(O)CCC(=O)NN (stereo not given) | -8.0% | -2.3% | 0.0%
COc1ccc(CNC(=O)CSc2ncc(S(=O)(=O)c3ccc(Br)cc3)c(=O)[nH]2)cc1 | 0.5% | 13.1% | 0.0%
COc1cccc(/C=N/Nc2nn3cnnc3c3ccccc23)c1 | 13µM* | 20.6µM* | -5.1%

Brought forward from above: 4 compounds; new compounds follow.
canonical_smiles | DT40 TDP1 CPT | DT40 TDP1 no CPT | TDP1 block
COc1ccc(NC(=S)Nc2cccc(S(=O)(=O)N3CCCCC3)c2)cc1 | ? | ? | 8.2%
CCCCCOCC(O)CCC(=O)NN (stereo not given) | -8.0% | -2.3% | 0.0%
COc1ccc(CNC(=O)CSc2ncc(S(=O)(=O)c3ccc(Br)cc3)c(=O)[nH]2)cc1 | 0.5% | 13.1% | 0.0%
COc1cccc(/C=N/Nc2nn3cnnc3c3ccccc23)c1 | 13µM* | 20.6µM* | -5.1%
CCc1cccc(C)c1NC(=O)COC(=O)C1CCN(S(=O)(=O)c2ccccc2)CC1 | 0.3% | -18.3% | /
Cc1ccc(C(=O)NC2CC(C)(C)NC(C)(C)C2)cc1Cl | 16.6% | -1.5% | 5.0%
Cc1ccc(/C=C2\SC(=S)N(CCC(=O)N3CCCCC3)C2=O)cc1 | ? | 20.6µM* | /
COC(=O)CN(C)C(=O)c1cccc(OC2CCN(S(=O)(=O)N(C)C)CC2)c1 | -15.3% | -10.3% | 0.6%
CCC1(CC)C(=O)NC(=O)NC1=Nc1ccccc1 | 3.3% | 4.5% | 4.5%
CCC(C)C(NC=C1C(=O)OC(C)(C)OC1=O)C(=O)O (stereo not given) | -0.6% | -1.4% | 2.0%
c1ccc(CNc2nc(Oc3ccncc3)c3sccc3n2)cc1 | -23.1% | -13.9% | /
COc1cc(NC(C)=O)c2ncccc2c1[N+](=O)[O-] | -20.6% | -27.0% | 0.6%

Additional structures.
canonical_smiles	DT40 TDP1 CPT	DT40 TDP1 no CPT	TDP1 block
CN(Cc1ccccc1)C(=O)c1cc(=O)[nH]c2ccccc12	1.3%	0.5%	0.3%
CN1CCc2nc(NC(=O)COc3ccc(C#N)cc3)sc2C1	?	?	-2.5%
CCN(CC)c1ccc(C=C2C(=O)OC(c3ccccc3)OC2=O)cc1 (stereo not given)	4.9%	-20.6%	1.2%
CC(=O)Nc1cccc(/C(C)=N/N2C(C)CCCC2C)c1 (stereo not given)	0.5%	-17.5%	/
CCCCCCc1nc2ccccc2c(=O)n1NC(=O)c1c(O)c2c(n(CC(C)C)c1=O)CCCC2	4.61µM*	3.26µM*	1.0%
COc1cccc(C(=O)NCCSc2c(-c3ccc(F)cc3)[nH]c3ccccc23)c1OC	16.4µM*	13µM*	8.8%
COc1ccc(NC(=S)NCCc2ccccc2)c(C)c1	-15.6%	-20.0%	1.1%[56.1 µM]
COc1cc(C)ccc1NC(=O)c1ccc(S(=O)(=O)N2CCOCC2)cc1	-13.1%	-21.4%	2.9%

(cont.)
canonical_smiles	DT40 TDP1 CPT	DT40 TDP1 no CPT	TDP1 block
Cn1c(CC(=O)Nc2ccccc2)nnc1SCC(=O)Nc1ccc(N2CCOCC2)cc1	-8.7%	-2.7%	1.7%
CN(C)C(=O)[C@@H]1C[C@@H](Sc2nc3ccccc3[nH]2)CN1Cc1ccc(Cl)cc1	0.0%[9.04 µM]	-22.1%	/
COc1ccc(CCN(C)C(=S)Nc2cccc(C)c2)cc1OC	-7.2%	-26.2%	0.0%
O=C1CCCC/C1=C/NCc1ccccc1	6.7%	2.3%	8.2%
NS(=O)(=O)c1cccc(NC(=O)CCC(=O)c2cccs2)c1	-20.5%	-9.9%	/
CC(C)Cc1nc(SCC(=O)N2CCCC2)c2c(=O)n(C)c(=O)n(C)c2n1	-4.0%	-0.9%	0.2%
CCOC(=O)c1oc2ccc(Br)cc2c1CSc1nnc(C)s1	-19.9%	-21.1%	0.0%
Cc1ccc(CN2CCN(Cc3ccc(C)s3)CC2CCO)cc1 (stereo not given)	-20.9%	-21.5%	-5.4%

Next part:
canonical_smiles	DT40 TDP1 CPT	DT40 TDP1 no CPT	TDP1 block
CCOC(=O)c1c(NC(=O)COC(=O)/C=C/c2ccccc2)sc(C(=O)NC)c1C	1.4%	-9.3%	0.5%
CC(=O)Nc1ccc(S(=O)(=O)NC2(C(F)(F)F)C(=O)Nc3c2c(=O)[nH]c(=O)n3-c2cccc(Cl)c2)cc1 (stereo not given)	4.6%	3.2%	4.5%
COc1cccc(C(C)(O)c2nc(-c3cccc4cccnc34)cs2)c1 (stereo not given)	?	?	/
COc1ccc(S(=O)(=O)N2CCN(c3ccccc3)CC2)cc1	0.7%	-1.9%	-2.6%
COc1ccccc1NS(=O)(=O)c1cc(NC(=O)C2=NNC(=O)CC2)ccc1C	-9.8%	-22.7%	-0.3%
CCOC(=O)c1cnn(-c2nc(SC)nc3sc4c(c23)CCCC4)c1N	-4.7%	-24.0%	7.0%
N#Cc1c[nH]n2c(NC3CCCCC3)c(-c3ccccc3F)nc12	?	?	14.3%
Cc1cc(OC(C(=O)O)c2ccccc2)c2c(C)c(Cc3ccccc3)c(=O)oc2c1 (stereo not given)	-7.9%	4.4%	0.0%

A second format for two compounds above.
Molecule: CC(C)Cc1nc(SCC(=O)N2CCCC2)c2c(=O)n(C)c(=O)n(C)c2n1
  DT40 TDP1 CPT: -4.0%; DT40 TDP1 no CPT: -0.9%; TDP1 block: 0.2%

Molecule: CN1CCc2nc(NC(=O)COc3ccc(C#N)cc3)sc2C1
  DT40 TDP1 CPT: ?; DT40 TDP1 no CPT: ?; TDP1 block: -2.5%

Remaining list, next part.
canonical_smiles	DT40 TDP1 CPT	DT40 TDP1 no CPT	TDP1 block
CN(NS(=O)(=O)c1ccccc1)c1nc2ccccc2nc1C(F)(F)F	-17.1%	-17.5%	1.9%
COC(=O)C1=C(C)Nc2ncnn2C1c1cccnc1 (stereo not given)	-0.9%	-6.0%	3.1%
CNC(=S)NC(CC(=O)OC)c1ccc2c(c1)OCO2 (stereo not given)	7.0%	-6.1%	1.2%
Fc1ccccc1/C=N/n1c(C2CCCCC2)n[nH]c1=S	-2.9%	0.7%	/
CC(C)Oc1ccc(C(CC(=O)O)NC(=O)C(Sc2ccccc2)c2ccccc2)cc1 (stereo not given)	-3.0%	-2.3%	1.2%
COc1ccc(C2N(C(=O)CN3CCCC3)CCCN2S(=O)(=O)c2ccccc2)cc1 (stereo not given)	-2.4%	3.2%	9.2%
C[C@@H]1CN([C@@H](C)CO)C(=O)CCCn2cc(nn2)CO[C@H]1CN(C)S(=O)(=O)c1ccc(-n2cccn2)cc1	-2.0%	1.8%	/
Cc1nc(SCC(=O)NC2CCS(=O)(=O)C2)c2c3c(sc2n1)CCC3 (stereo not given)	6.4%	-25.5%	0.3%

Further entries.
canonical_smiles	DT40 TDP1 CPT	DT40 TDP1 no CPT	TDP1 block
Cc1ccc(C(=O)NNC(=O)C(C)Oc2ccc3ccccc3c2)o1 (stereo not given)	-9.1%	-21.3%	/
CCOC(=O)c1cc(-c2ccccc2)n(CCC(=O)NC(C)CC)c1C (stereo not given)	-28.4%	-18.4%	2.6%
O=C(Cn1c2ccccc2c2nc3n(c(=O)c21)CCS3)Nc1ccccc1C(F)(F)F	10.2%	-27.2%	3.7%
CC(Sc1ncccn1)C(=O)Nc1ccc2c(c1)OCCO2 (stereo not given)	-10.2%	-6.1%	/
CC(CN1CCC(n2nccc2NC(=O)CCCc2ccccc2)CC1)c1ccccc1 (stereo not given)	?	?	3.7%
O=C(CSc1ccc(F)cc1)Nc1ccccc1N1CCOCC1	-21.0%	?	-2.6%
C[C@H](CO)N1C[C@H](C)[C@@H](CN(C)S(=O)(=O)c2cccs2)Oc2ccc(NS(=O)(=O)c3ccc(F)cc3)cc2C1=O	8.8%	-29.6%	0.9%
COCCCNC(=O)c1sc2nc(C)c(C(=O)Nc3ccc(Cl)cc3)c(-c3ccc(Br)cc3)c2c1N	?	-23.3%	5.9%

Next entries follow:
canonical_smiles	DT40 TDP1 CPT	DT40 TDP1 no CPT	TDP1 block
CCOc1ccc(NC(=O)c2c(NCc3cc(OC)c(OC)cc3OC)sc3c2CCCC3)cc1	?	?	7.6%
O=C(CC1C(=O)N(c2ccccc2)C(=O)N1CCc1cccs1)Nc1ccc(F)cc1 (stereo not given)	-4.2%	?	6.4%
COc1ccc(-c2ccc([C@H]3[C@H]4C=CC[C@@H](C)[C@@H]4C(=O)N3Cc3ccccc3)c(F)c2)cc1	?	20.6µM*	-1.2%
Cc1ccc(S(=O)(=O)Nc2ccc(-c3nc4ccc(C)cc4s3)cc2)cc1	?	?	5.3%
Cc1ccc2c(c1)cc1c(=O)n(Cc3ccccc3Cl)nc(C)n12	1.4%	-1.3%	0.0%
CN(C)c1ccc2c3c(ccc(N(C)C)c13)C(=O)OC2	-15.1%	-25.5%	/

Screening data as filed in PubChem BioAssay.

No enrichment for hits; about 18% have a hit in one of these screens.
